Screening results: PubChem BioAssay, several laboratories
CAL PDZ FP-1: inhibitors of human CAL PDZ peptide binding. Q9HD26. purified CAL PDZ, TMR-peptide fluorescence polarization, 1 h. inhibition, % at 20 µM. actives 0.02% (n = 330,000). AID 504414;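 active = highest replicate inhibition of at least 40%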;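 also: plate controls were DMSO neutral control wells for no effect and unlabeled competitor peptide control wells for full effect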
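System: purified tagged CAL PDZ domain construct (CerCALP). Schedule: 1 h incubation at room temperature before polarization reading. Medium: 25 mM sodium phosphate pH 7.4, 150 mM NaCl, TCEP, IgG, Thesit. Read-out: percent inhibition from loss of millipolarization. Measured by: FP readout, S and P plane fluorescence. Probe or stimulus: fluorescent TMR peptide probe.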
RTF Ca sens act: cardiac RTF calcium sensitization; P19429+P45379; IANBD-labeled TnC RTF fluorescence at EC20 calcium; 0% EC20 calcium, 100% full calcium; activation, % at 7.2 µM; actives 0.24% (n = 340,000); AID 493008;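 active = activation above the mean over all tested compounds plus 3 SD, cut at about 30% in these data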;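 also: rise in fluorescence read as greater calcium sensitivity of cardiac thin filaments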
SR-BI DiI-HDL act: SR-BI HDL lipid transfer activation. CHO ldlA[mSR-BI] cells, DiI-HDL uptake fluorescence, 3 h; 100 = double the neutral-control signal. activation, % at 12.5 µM. actives 0.096% (n = 320,000). AID 504775;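 active = mean replicate activation of at least 60% and every replicate at or above 60%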;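 also: 0% = median plate neutral-control signal and 100% = twice that signal; values of inactives mirror those of a sister screen read the other way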
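System: LDL receptor-deficient CHO ldlA cells overexpressing murine SR-BI | Timing: 3 h uptake period with compound, 37 °C | Medium: HEPES-buffered (25 mM, pH 7.4) F12 plus 0.5% BSA | Dosing: Single-point compound dose | Signal: Bottom-read fluorescence, 550/595 nm | Read-out: Retained DiI signal reflecting DiI-HDL uptake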
Keap1 Nrf2 FP: inhibitors of human Keap1-Nrf2 protein-protein interaction; Q14145; Keap1 Kelch-Nrf2 peptide fluorescence polarization, 1536-well; inhibition, % at 9.4 µM; actives 0.15% (n = 340,000); AID 504523; in the data active = inhibition above about 12%;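 also: human Keap1 Kelch domain with fluorescein labeled Nrf2 9mer peptide probe; 0% = neutral control wells and 100% = peptide positive control; higher means more block of Keap1 binding to Nrf2 peptide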
Target sequence (Q14145 whole entry, looked up, the tested form may be a part): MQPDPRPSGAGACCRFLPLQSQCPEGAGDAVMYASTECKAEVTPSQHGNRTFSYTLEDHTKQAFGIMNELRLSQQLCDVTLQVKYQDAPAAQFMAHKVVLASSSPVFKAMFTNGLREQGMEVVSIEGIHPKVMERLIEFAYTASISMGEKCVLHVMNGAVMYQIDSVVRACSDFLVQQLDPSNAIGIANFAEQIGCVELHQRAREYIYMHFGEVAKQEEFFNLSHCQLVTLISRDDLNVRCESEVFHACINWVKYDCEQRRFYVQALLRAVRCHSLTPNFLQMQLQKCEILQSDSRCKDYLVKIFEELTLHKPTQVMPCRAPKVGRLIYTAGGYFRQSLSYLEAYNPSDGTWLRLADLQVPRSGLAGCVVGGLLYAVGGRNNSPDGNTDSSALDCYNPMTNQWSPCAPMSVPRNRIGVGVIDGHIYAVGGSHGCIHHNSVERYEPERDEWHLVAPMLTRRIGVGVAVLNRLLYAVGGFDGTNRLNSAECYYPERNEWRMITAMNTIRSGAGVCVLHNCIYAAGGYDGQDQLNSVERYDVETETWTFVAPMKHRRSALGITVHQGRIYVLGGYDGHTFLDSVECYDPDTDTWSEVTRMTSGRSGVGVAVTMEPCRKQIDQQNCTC
Cardiac RTF inh: cardiac RTF calcium desensitization; P19429+P45379; IANBD-labeled cardiac RTF, Ca2+ fluorescence; inhibition, % at 7.15 µM; actives 0.12% (n = 340,000); AID 493244;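 active = inhibition above the mean inhibition of all tested compounds plus 3 SD, cut at about 17% in these data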;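 also: assay run at fixed EC70 calcium of 1.6 mM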
C-LANA FP: blocks KSHV LANA C-terminal domain binding to DNA; actives 0.078% (n = 340,000); inhibition, % at 9 µM; MBP-C-LANA/FAM-LBS DNA binding, fluorescence polarization;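 active = highest replicate inhibition at or above 60% at 9 µM, even if other replicates fall short; inactive = all replicates below 60% inhibition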;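 also: 0% = neutral control wells and 100% = 4 µM acridine orange control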
DAGLB inhibitor: blocks human DAGLB lipase activity; HEK293T DAGLB membrane lysate, EnzChek fluorogenic substrate; inhibition, % at 5.17 µM; actives 0.059% (n = 340,000); Q8NCG7; in the data active = inhibition above about 34%;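 also: 0% = enzyme with vehicle and 100% = wells lacking enzyme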
PKA-R2B act: activators of human PKA-R2B complex; P22694+P31323; activation, % at 11.4 µM; actives 0.079% (n = 340,000); PKA-R2B holoenzyme dissociation, Cy5-IP20 fluorescence polarization; R2B truncated from residue 108, S112A mutant; 0% DMSO only, 100% 113 µM cGMP;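 active = activation above a cutoff set at the mean over all compounds plus 3 SD, cut at about 18% in these data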;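 also: higher means more holoenzyme dissociation and a rise in polarization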
Rtt109 HAT inh: blocks Candida albicans Rtt109/Vps75 acetyltransferase activity; Q5AAJ8; purified Rtt109/Vps75, ThioGlo CoA-SH fluorescence, 4 h; inhibition, % at 34.9 µM; actives 0.16% (n = 330,000); AID 540336;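 active = inhibition of at least 50% in every replicate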
Target sequence (Q5AAJ8 whole entry, looked up): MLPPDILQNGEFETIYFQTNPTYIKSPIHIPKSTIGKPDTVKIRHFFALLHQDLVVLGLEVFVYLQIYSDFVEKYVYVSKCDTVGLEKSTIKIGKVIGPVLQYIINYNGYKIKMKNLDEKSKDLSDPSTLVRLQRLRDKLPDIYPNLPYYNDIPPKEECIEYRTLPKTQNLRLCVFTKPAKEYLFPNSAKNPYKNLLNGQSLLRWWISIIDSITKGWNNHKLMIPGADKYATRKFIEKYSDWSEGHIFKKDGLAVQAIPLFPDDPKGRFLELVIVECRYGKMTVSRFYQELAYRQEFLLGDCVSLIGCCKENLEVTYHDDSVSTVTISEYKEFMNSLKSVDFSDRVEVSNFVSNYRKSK
CAL PDZ FP-2: inhibitors of human CAL PDZ peptide binding. Q9HD26. purified CAL PDZ, TMR-peptide fluorescence polarization, 1 h. inhibition, % at 24.9 µM. actives 0.92% (n = 300,000). AID 602252;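 active = mean inhibition of at least 30% with at least half of replicates also reaching 30%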;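 also: 0% = DMSO neutral control and 100% = excess unlabeled competitor peptide PRC23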
Numbers without * were called inactive; . = no result given.

SMILES	CAL PDZ FP-1	RTF Ca sens act	SR-BI DiI-HDL act	Keap1 Nrf2 FP	Cardiac RTF inh	C-LANA FP	DAGLB inhibitor	PKA-R2B act	Rtt109 HAT inh	CAL PDZ FP-2
Cc1cc(N2CCC(C(=O)NCC3CC3)CC2)nc(-c2ccccc2)n1	-1.9	-4	9	0	-6	-0.8	-2	2	-16	-1
Cc1ccc(NC(=O)/C=C\C(=O)NCC(=O)O)cc1C	-2.1	3	10	0	2	0.5	0	10	-1	-2
COc1cc(/C=C/C(=O)OCC(=O)NC(=O)NC(C)C)ccc1OCC#N	1.3	-2	-6	2	-7	0.4	2	6	-10	-4
O=C(Cc1csc(Nc2nc(=S)[nH]c3ccccc23)n1)NCCCN1CCN(c2cccc(Cl)c2)CC1	-3.9	2	-38	-9	-9	-0.1	3	3	-4	-3
O=C(O)CC(c1ccccc1F)N1Cc2ccccc2C1=O (centres undefined)	0.2	-2	11	-1	-4	4.2	1	-1	0	-1
NNc1nnc2c3cc(F)ccc3n(Cc3ccccc3)c2n1	-1.2	5	2	-1	-11	62*	2	1	3	.
COc1ccc(CNS(=O)(=O)CCNC(=O)c2ccc(OC)cc2)cc1	-0.4	-5	18	3	-28	0.8	1	1	1	-2
O=C1c2ccc3c4c(ccc(c24)C(=O)N1c1ccc2ccccc2c1)CC3	-2.6	0	-15	1	-6	0.1	-3	3	-4	1
COc1ccccc1/C=C1\SC(=O)N(CCC(=O)NCCCn2ccnc2)C1=O	-2.3	-2	-7	-1	-1	-0.5	1	4	7	-2
Cc1cccc(OCc2nnc(SCc3cc(=O)n4cc(Br)ccc4n3)o2)c1	-1.5	0	9	-6	3	3.1	-2	-1	-5	-2
C/C(=N\Nc1ccc(F)cc1)c1ccc(N2CCOCC2)c(F)c1	-1.5	-2	-6	8	0	-4.7	-1	-1	15	-5
Cc1sc2ncnc(SCC(=O)c3ccc(O)cc3O)c2c1C	-3.4	-1	.	-2	-19	-1.2	-5	11	-1	-6
O=C(COC(=O)Cc1ccc(F)cc1)Nc1cc(S(=O)(=O)N2CCOCC2)ccc1N1CCCC1	0.7	-2	5	-2	-8	-0.4	0	5	-3	0
CC(=O)Nc1cccc(NC(=O)c2ccc3[nH]c(C)c(C)c3c2)c1	-1.1	-5	-50	-1	2	1.9	1	-8	9	-1
O=C(Cn1cccn1)c1ccccc1	-0.5	1	2	-1	-6	-0.8	0	-14	2	1
O=C1c2cc(O)c(O)cc2S(=O)(=O)C1c1ccccc1 (centres undefined)	-0.2	7	7	-6	-5	9.5	5	-18	-7	-2
O=C(COC(=O)C1COc2ccccc2O1)Nc1ccccc1OC(F)F (centres undefined)	-0.9	1	8	0	-2	2.2	-2	2	5	-6
C/C(=N\NC(=O)CN1CCN(Cc2ccccc2)CC1)c1cccs1	0.1	6	3	4	0	1.3	1	1	-6	-6
COc1ccc(CN2CCCCCC2)cc1	-0.3	1	3	1	-9	-1.0	-1	1	.	-19
CCN(CC)S(=O)(=O)c1ccc(NC(=O)C2CCCO2)cc1 (centres undefined)	-1.9	1	-5	0	-4	0.4	-1	-11	9	1
O=S(=O)(Nc1ccc2c(c1)OCCO2)c1ccc(F)cc1	.	-9	2	-2	-5	-1.7	-2	-11	4	-2
COc1cc(Cl)c(C)cc1NC(=O)c1ccccc1-n1cnnn1	0.3	4	-61	4	3	0.6	-3	-4	-1	-10
COc1cc(C2c3cc4c(cc3OC(NCCc3ccccc3)C2C)OCO4)cc(OC)c1OC (centres undefined)	1.1	-9	-11	-2	1	-2.6	0	-4	-3	-4
Cc1ccc(C)c(N2C(=O)C3C4C=CC(CC4)C3C2=O)c1 (centres undefined)	-0.8	-3	13	2	-3	0.9	0	1	1	-5

Another view of part of the listing above.
canonical_smiles | CAL PDZ FP-1 | RTF Ca sens act | SR-BI DiI-HDL act | Keap1 Nrf2 FP | Cardiac RTF inh | C-LANA FP | DAGLB inhibitor | PKA-R2B act | Rtt109 HAT inh | CAL PDZ FP-2
O=C(COC(=O)C1COc2ccccc2O1)Nc1ccccc1OC(F)F (centres undefined) | -0.9 | 1 | 8 | 0 | -2 | 2.2 | -2 | 2 | 5 | -6
C/C(=N\NC(=O)CN1CCN(Cc2ccccc2)CC1)c1cccs1 | 0.1 | 6 | 3 | 4 | 0 | 1.3 | 1 | 1 | -6 | -6

Next section.
SMILES	CAL PDZ FP-1	RTF Ca sens act	SR-BI DiI-HDL act	Keap1 Nrf2 FP	Cardiac RTF inh	C-LANA FP	DAGLB inhibitor	PKA-R2B act	Rtt109 HAT inh	CAL PDZ FP-2
C/C(=N\NC(=O)c1ccc(COc2ccccc2)cc1)c1ccncc1	-2.6	-1	-48	0	-22	0.9	-1	-4	2	-4
O=S(=O)(c1ccc(F)cc1)N1CCC(N2CCCC2)CC1	-0.7	-2	6	-7	7	-1.1	2	-1	5	.
CC(=O)C1=C(O)C(=O)N(c2ccc(C(=O)O)cc2)C1c1ccc([N+](=O)[O-])cc1 (centres undefined)	0.2	-6	35	0	-2	-0.5	-2	-4	1	1
Cc1sc2nc(C(C)Nc3ccccc3N3CCOCC3)[nH]c(=O)c2c1C (centres undefined)	-1.1	-2	-12	-2	-2	-0.7	-3	-3	-6	-6
CC(C)CCN(C(=O)CCSc1ccc(F)cc1)c1c(N)n(Cc2ccccc2)c(=O)[nH]c1=O	-2.5	-17	20	4	-11	6.7	3	-6	-30	-1
Cc1nnc(SCC(=O)Nc2ncc(Cc3ccc(F)cc3)s2)n1N	-0.5	-3	17	-2	-3	0.0	0	4	10	-5
CC1S/C(=N/N=C/c2cccs2)NC1=O (centres undefined)	-0.5	14	19	0	-5	-1.2	2	0	-1	-1
CN(Cc1ccccc1)C(=O)c1ccc(NC(=O)Cc2ccc(NC(=O)C3CCCN(S(=O)(=O)c4cccc([N+](=O)[O-])c4)C3)cc2)cc1 (centres undefined)	0.8	19	-19	3	-3	0.5	-2	2	-8	-1
CCCN1CCC(NC(=O)CC2C(=O)NCCN2Cc2ccccc2C)CC1 (centres undefined)	0.6	5	22	-2	-5	-0.4	-2	9	-1	-4
Cc1ccc(CSCCC(=O)NCCc2ccc(Cl)cc2)cc1	0.3	-3	17	3	-2	3.0	-5	-3	-5	-1
O=S(=O)(NCc1cccnc1)c1cccc2cccnc12	-3.6	1	43	0	-9	-0.2	0	2	-7	.
CCCNC(=O)C(Cc1ccccc1F)NC(=O)c1ccccn1 (centres undefined)	-0.6	-2	12	-3	0	0.1	-4	2	3	-4
FCCCOc1ccc(-c2nccc(-c3ccc(F)cc3)n2)cc1	-2.4	2	30	0	-11	0.9	-16	0	-13	0
Cc1ccccc1N(C(=O)CS(=O)CC(=O)Nc1ccc(F)cc1)C(C)C(=O)NC(C)(C)C (centres undefined)	-2.4	-1	-6	4	-7	-1.1	0	-13	3	-6
O=C(c1cc(COc2ccc(F)cc2F)on1)N1CCCC(c2ccccc2)C1 (centres undefined)	-0.6	-2	7	-8	-5	-1.8	-13	-6	12	1
Cc1ccc(NC(=O)COC(=O)C2CC2C)c(S(=O)(=O)N2CCCCC2)c1 (centres undefined)	-1.1	7	-34	-2	2	-1.3	4	4	6	-3
O=C(CSc1ccc2nnc(-c3ccccn3)n2n1)Nc1ccccc1F	-2.0	-5	15	2	-6	0.8	-1	1	-1	-2
COc1ccc(C(=O)/C=C/Nc2c(C)n(C)n(-c3ccccc3)c2=O)c(OC)c1	-1.1	1	-12	-7	4	0.0	-4	2	4	.
COc1ccccc1OCc1cc(C(=O)N2CCN(C)C(c3ccccc3)C2)no1 (centres undefined)	-0.5	-2	-34	-1	-2	-1.9	-2	3	0	-14
CC(C)OC(=O)Cn1cnc2ccc(Br)cc2c1=O	.	3	-4	-1	-6	-0.1	2	7	-4	-6
COc1nnc(-c2ccc(N3CCOCC3)c(NC(=O)c3ccccc3)c2)c2ccccc12	-2.6	1	-54	-2	-6	-1.7	1	0	10	1
Cn1c(Cl)c(/C=N/OC(=O)c2ccccc2Cl)c2ccccc21	-0.4	-3	-35	0	-1	0.7	-10	-7	-2	-2
CCCC(=O)N(CCN(C(=O)CCC)c1ccccc1)c1ccccc1	-1.9	-2	24	2	-2	0.1	0	0	3	0
CC(C)CCNCC(O)CON=C1c2ccccc2-c2ccccc21 (centres undefined)	-4.8	6	-43	-10	5	-3.1	-1	-9	48	-5
Cc1cc(S(=O)(=O)N2CCOCC2)ccc1NC(=O)c1ccc(F)cc1	0.2	-1	-26	0	0	0.2	0	9	-2	-4
Clc1ccc(CN2CCN(/N=C/c3cccnc3)CC2)cc1	-2.1	2	-30	-1	-4	-0.9	-1	2	7	-3
Cc1ccc(NC(=O)c2nc[nH]c2C(=O)NCC(=O)OC(C)(C)C)cc1	-0.9	-4	20	1	2	0.7	-2	5	-1	-3
CC(NC(=O)C1CCCCC1)c1ccc2c(c1)OCCO2 (centres undefined)	-1.2	-2	7	2	5	-1.9	-1	1	-4	-1
O=S(=O)(NCCSc1ccccn1)c1ccc(Br)cc1	-0.8	0	21	-1	5	-1.5	-3	-14	-2	-5
NNC(=O)CS(=O)(=O)CS(=O)(=O)CC(=O)NN	-0.2	5	4	-5	0	-1.4	1	-7	11	-3
CCN1C(=O)[C@H]2[C@@H](c3ccc(-c4ccc(OC)cc4)cc3)N[C@@](Cc3ccccc3)(C(=O)OC)[C@H]2C1=O	-1.5	-4	-17	-2	0	-1.2	-1	-8	2	-4
O=C(Nc1ccc2c(c1)C(=O)OC2)c1ccc(Cl)cc1	-1.5	-2	-17	0	-10	1.8	-3	-1	-6	.
Cn1c(=O)oc2cc(S(=O)(=O)NCCC(=O)N3CCN(c4ccccc4)CC3)ccc21	-0.7	-5	16	-5	-2	-0.2	3	-1	3	.
COc1ccccc1C(=O)Nc1ccc(Br)c2cccnc12	-0.3	-3	-44	3	-5	5.6	-9	-1	-12	2
CC1CC(O)C(C)CN1 (centres undefined)	-1.7	-7	0	-3	-5	1.0	-1	-1	4	.
Cc1nnc(NC2(C(F)(F)F)C(=O)Nc3c2c(=O)n(C)c(=O)n3C)s1 (centres undefined)	.	-3	29	1	-3	1.5	-2	2	2	-1
Cc1ccccc1-c1n[nH]c(=S)o1	-1.9	-3	.	2	-1	-1.4	0	2	-5	5
C=CCn1c(CCCOc2ccc(Cl)cc2Cl)nnc1SCC(=O)Nc1nccs1	0.3	8	-43	-5	-9	3.2	-3	-11	0	-3
